# GIRK2 activator: GIRK2 channel activators by thallium flux; P48051; 34,000 tested, under 10 active; HEK293 GIRK2/NPY4 cells, thallium flux fluorescence; AID 1259324; activation (% efficacy), % for hits at 37.5 µM;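 active means primary screen hit, no activity in plain HEK293 cells, and in GIRK2-only cells above 5% efficacy rising with concentration; inactive means the rest, including fluorescent compounds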;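 further: efficacy is normalized control-subtracted fluorescence 15 s after thallium addition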
# Target sequence (P48051 whole entry, looked up): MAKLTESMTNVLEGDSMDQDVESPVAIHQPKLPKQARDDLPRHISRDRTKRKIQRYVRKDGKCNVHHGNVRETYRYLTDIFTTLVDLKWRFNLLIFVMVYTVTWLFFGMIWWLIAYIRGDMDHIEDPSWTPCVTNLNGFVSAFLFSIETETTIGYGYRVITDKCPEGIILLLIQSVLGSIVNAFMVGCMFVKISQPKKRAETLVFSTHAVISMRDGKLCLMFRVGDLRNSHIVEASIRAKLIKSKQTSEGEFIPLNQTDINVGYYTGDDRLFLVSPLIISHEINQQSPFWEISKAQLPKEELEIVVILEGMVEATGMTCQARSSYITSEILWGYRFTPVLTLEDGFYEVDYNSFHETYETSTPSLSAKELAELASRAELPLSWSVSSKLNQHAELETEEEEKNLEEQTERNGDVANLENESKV
# Calls only; i = inactive.
SMILES,GIRK2 activator
O=C(Nc1ccc2c(c1)OCO2)c1ccc(N2CCCCS2(=O)=O)cc1,i
CC(=O)c1cccc(NC(=O)Cc2nnc(Nc3cccc(C)c3)s2)c1,i
CCN(CC)S(=O)(=O)c1ccc(C(=O)Nc2cc(C)nn2C)cc1,i
CCCN1C(=O)CCc2cc(NC(=O)c3ccc4c(c3)OCO4)ccc21,i
Cc1ccc(C(=O)C(C)OC(=O)CCc2c[nH]c3ccccc23)cc1 (stereo not given),i
CC(C)c1ccc(NC(=O)Cn2c(=O)c(CNc3ccccc3)cc3cc4c(cc32)OCCO4)cc1,i
O=S(=O)(Cc1ccccc1)NCC1CCN(Cc2ccccc2)CC1,i
CCCc1c(C(=O)N2CCOCC2)nnn1-c1ccc(Cl)cc1,i
CCc1ccc(Nc2cc(=O)n(C3CCCCC3)c(=O)[nH]2)cc1,i
COc1ccc(-c2ccc(=O)n(CCCC(=O)NC(C)C)n2)cc1OC,i
CN1CCN(S(=O)(=O)c2ccc(C(=O)Nc3ccc(S(N)(=O)=O)cc3)o2)CC1,i
O=C(COc1ccc(Cl)cc1Cl)N/N=C\c1ccc2ncccc2c1,i
COCCNC(=O)Cc1ccc(NC(=O)CCCc2ccccc2)cc1,i
O=S(=O)(NCC1CCN(c2ccccn2)CC1)c1ccc(Cl)s1,i
CC(C)CNC(=O)C(=O)Nc1cccc(N2CCCC2=O)c1,i
Cc1ccc(C)c(Sc2cc(N3CCC(C(=O)NCC4CCCO4)CC3)ncn2)c1 (stereo not given),i
Cc1ccnc(Nc2ccc(NCCNC(=O)C3CCCC3)nn2)c1,i
O=S(=O)(NC1(c2nc(-c3ccsc3)no2)CCCCC1)c1ccc2c(c1)OCCO2,i
O=C(O)C1CCCN1c1nc(-c2ccccc2)nc2c1oc1ccccc12 (stereo not given),i
O=C(CSc1ccc(Cl)cc1)Nc1nnc(Cc2cccs2)o1,i

# Copied from the entries so far (3 entries):
SMILES,GIRK2 activator
O=S(=O)(NC1(c2nc(-c3ccsc3)no2)CCCCC1)c1ccc2c(c1)OCCO2,i
O=C(O)C1CCCN1c1nc(-c2ccccc2)nc2c1oc1ccccc12 (stereo not given),i
O=C(CSc1ccc(Cl)cc1)Nc1nnc(Cc2cccs2)o1,i

# The main list resumes; the 5 compounds before the break are reprinted first.
SMILES,GIRK2 activator
Cc1ccc(C)c(Sc2cc(N3CCC(C(=O)NCC4CCCO4)CC3)ncn2)c1 (stereo not given),i
Cc1ccnc(Nc2ccc(NCCNC(=O)C3CCCC3)nn2)c1,i
O=S(=O)(NC1(c2nc(-c3ccsc3)no2)CCCCC1)c1ccc2c(c1)OCCO2,i
O=C(O)C1CCCN1c1nc(-c2ccccc2)nc2c1oc1ccccc12 (stereo not given),i
O=C(CSc1ccc(Cl)cc1)Nc1nnc(Cc2cccs2)o1,i
COc1cccc(CNC(=O)CSc2ncc(-c3ccc(F)cc3)o2)c1,i
CCOc1ccc(CNC(=O)C2CCN(c3cc(Oc4ccc(CC)cc4)ncn3)CC2)cc1,i
CCOC(=O)C1CCCN(C(=O)Nc2cn(C)c3ccccc23)C1 (stereo not given),i
O=C1CN(Cc2ccccc2F)C2CS(=O)(=O)CC2N1c1cccc(Cl)c1 (stereo not given),i
O=S(=O)(NCC(O)c1ccc(C(F)(F)F)cc1)c1ccc2c(c1)CCCC2 (stereo not given),i
COc1ccc(NC(=O)Cn2c(C)nc3c(sc4ccccc43)c2=O)cc1Cl,i
Cn1cccc1C(CNC(=O)C(=O)NCCC1=CCCCC1)N1CCc2ccccc2C1 (stereo not given),i
COC(=O)c1ccc(CN2CCC(Cn3cnc4ccccc43)CC2)cc1,i
COc1ccccc1OCC(=O)NNC(=O)c1ccc(=O)n(Cc2ccc(Cl)cc2)c1,i
COc1cc(S(=O)(=O)NCCNc2cc(N3CCOCC3)nc(C)n2)c(C)cc1C,i
CCOc1ccc2ncc(C#N)c(Nc3ccc(OC)cc3)c2c1,i
Cc1nc2ccccc2n1CC1CCN(C(=O)NCc2ccc(F)cc2)CC1,i
COc1ccccc1CCNC(=O)c1cc(-c2ccco2)nc2c1c(C)nn2C1CCS(=O)(=O)C1 (stereo not given),i
COC(=O)N1CCC(CNC(=O)/C=C/c2cccs2)CC1,i
CCCOc1ccc(/C=C/C(=O)Nc2cc(OC)c(Cl)cc2OC)cc1,i
COc1ccc(-n2nnc(C(=O)Nc3ncc(Cc4ccccc4)s3)c2C)cc1,i
CC(Oc1ccc2c(c1)OCO2)C(=O)NCCCn1nc(-c2ccccc2)ccc1=O (stereo not given),i
NCC(=O)N1CCOC(c2ccccc2)C1 (stereo not given),i
CCOC(=O)CNc1ncnc2c1nnn2CC,i
COc1ccc(CC(=O)N2CCN(c3ccc(-c4ccc(C)cc4C)nn3)CC2)cc1OC,i
COCC(=O)NCCn1ncc2c(N3CCCC3)ncnc21,i
CCOc1ccc(-c2ccc(OCCNS(=O)(=O)c3ccccc3C(F)(F)F)nn2)cc1,i
CN(C)C(CNC(=O)C(=O)NC1CCCC1)c1ccco1 (stereo not given),i
Cc1cc(C)cc(OCCNC(=O)Cn2cnc(C(C)C)cc2=O)c1,i
Cc1c(Cl)cccc1S(=O)(=O)NCC(C)(O)c1ccc2c(c1)OCO2 (stereo not given),i
COc1ccc(CNC(=O)C2CCN(c3cc(Sc4cc(C)ccc4C)ncn3)CC2)cc1,i
O=C(NCC1(O)CCc2ccccc21)c1ccc(Cl)cc1 (stereo not given),i
O=C(CN1C(=O)c2ccccc2C1=O)NCC1COC2(CCCCC2)O1 (stereo not given),i
CCOc1cn(-c2ccc(F)cc2)nc1C(=O)NCc1ccc2c(c1)OCO2,i
OCCN1CCN(CC(O)COCC(c2ccccc2)c2ccccc2)CC1 (stereo not given),i
CCCN1C(=O)NC2(CCN(Cc3ccc(F)cc3)CC2)C1=O,i
CCN(C(=O)Cn1c(C2CC(=O)N(Cc3ccc(F)cc3)C2)nc2ccccc21)c1ccccc1 (stereo not given),i
O=C(C1COc2ccccc2O1)N(CCN1CCOCC1)c1nc2c(F)cccc2s1 (stereo not given),i
CC(C)c1ccc(OCC(=O)N2CCN(c3ccc4nncn4n3)CC2)cc1,i
CCOc1ccc(CC(=O)Nc2c3c(nn2C)CCC3)cc1,i
COc1cccc(C(=O)NNC(=O)c2cccn(Cc3ccc(Cl)c(Cl)c3)c2=O)c1,i
O=C(CCCCCn1c(=S)[nH]c2ccccc2c1=O)n1ccnc1,i
O=C(NCC1(O)CCOCC1)c1cc(-c2ccccc2)on1,i
COc1ccc(-c2ccc(OCCNS(=O)(=O)c3cc(Br)ccc3OC)nn2)cc1,i
CCCOc1ccc(N2CCN(C(=O)c3ccc(C)c(C)c3)CC2)nn1,i

# A different layout for some results above.
O=S(=O)(NC1(c2nc(-c3ccsc3)no2)CCCCC1)c1ccc2c(c1)OCCO2
  GIRK2 activator = i

O=C(O)C1CCCN1c1nc(-c2ccccc2)nc2c1oc1ccccc12 (stereo not given)
  GIRK2 activator = i

O=C(CSc1ccc(Cl)cc1)Nc1nnc(Cc2cccs2)o1
  GIRK2 activator = i

COc1cccc(CNC(=O)CSc2ncc(-c3ccc(F)cc3)o2)c1
  GIRK2 activator = i

# (listing goes on)
SMILES,GIRK2 activator
Cc1ccc2c(c1)CCCN2C(=O)CCCn1nc(-c2ccc(F)cc2)ccc1=O,i
O=C(Nc1onc2c1CSC2)c1cc(-c2ccco2)on1,i
COc1cc(C(=O)NCc2n[nH]c(=O)c3ccccc23)c([N+](=O)[O-])cc1OC,i
COc1ccc(C(=O)NCCCN2CCOC(c3ccccc3)C2)cc1 (stereo not given),i
COC(=O)CCc1c(C)nn(C)c1C,i
CCCNC(=O)c1ccc2c(=O)n(CCc3ccccc3)c(SCC(=O)CC(=O)OC)nc2c1,i
NS(=O)(=O)c1ccc(NC(=O)Cn2cnc(-c3ccccc3)cc2=O)cc1,i
COc1cc(C(C)=O)ccc1OCC(=O)Nc1cccc(-c2ccc(N3CCCC3)nn2)c1,i
COc1ccc(CNC(=O)N2CCN(Cc3nc(-c4ccco4)cs3)CC2)cc1OC,i
O=C(NCCS(=O)(=O)N1CCN(CCc2ccccc2)CC1)c1ccccc1F,i
O=C(NCc1ccccc1)C(=O)Nc1ccc(Cl)c(N2CCCS2(=O)=O)c1,i
CC(C)c1nnc(C2CCN(S(=O)(=O)c3cccnc3)CC2)o1,i
CCn1c(SCC(=O)Nc2c(C)cc(C)cc2C)nnc1-c1cn(C)nc1OC,i
COc1ccc(CC(=O)NCC2CCN(Cc3cccs3)CC2)cc1OC,i
COC(=O)c1ccc2c(=O)n(Cc3ccc(C(=O)NC4CCCCCC4)cc3)c(=S)[nH]c2c1,i
Cc1ccc(-c2csc(SCc3ccc(C(=O)NC(C)C)o3)n2)c(C)c1,i
Cn1nc(-c2ccc(NS(=O)(=O)c3ccccc3[N+](=O)[O-])cc2)ccc1=O,i
NC(=O)c1c(NC(=O)CS(=O)(=O)Cc2ccccc2)sc2c1CCCC2,i
CCOc1ccc(-n2nnnc2CN2CCN(S(=O)(=O)c3ccc(F)cc3)CC2)cc1,i
O=C(c1nnn(-c2ccccc2)c1CSc1ncccn1)N1CCN(c2ccccc2F)CC1,i
Cc1cc(C)c(NC(=O)CCCn2nc(-c3ccc(F)cc3)ccc2=O)c(C)c1,i
CCC(CC)C(=O)N1CCN(c2nccn2-c2ccccc2F)CC1,i
Cc1cc(S(=O)(=O)NCc2cnn3ccccc23)c(Cl)cc1Cl,i
COc1ccc(S(=O)(=O)N2CCOC(c3ccccc3)C2)cc1OC (stereo not given),i
CCOc1ccc(C2c3cccn3CCN2S(=O)(=O)N(C)C)cc1 (stereo not given),i
Cc1cc(NC(=O)c2ccc([N+](=O)[O-])o2)n(-c2nc3c(cnn3-c3ccccc3)c(=O)[nH]2)n1,i
COc1ccc2nc(-c3ccc(C)c(NS(=O)(=O)c4ccc(Cl)s4)c3)cn2n1,i
Cn1nccc1-c1nnc(NC(=O)C23CC4CC(CC(C4)C2)C3)o1,i
COc1ccc(C(=O)N2C(=S)C(c3ccc(C)cc3)=NC2(C)C)cc1,i
COCCn1c(-n2nc(C)cc2C)nc2c1c(=O)n(Cc1ccc(C)cc1)c(=O)n2C,i
CS(=O)(=O)N1CCC(CNC(=O)C(=O)Nc2ccc3c(c2)OCCO3)CC1,i
O=C(C1c2ccccc2Oc2ccccc21)N1CCC(c2cccs2)CC1,i
Cc1ccccc1NC(=O)NCC(C)(O)c1ccccc1 (stereo not given),i
Cc1cc(NC(=O)CSc2ncnc3c2nnn3C)no1,i
CC(C)Sc1ccc(C(=O)Nc2ccc(S(N)(=O)=O)cc2)cc1,i
COCCNC(=O)Cc1cc(-c2cc3ccccc3o2)on1,i
Cc1ccc(S(=O)(=O)N2CCC(C(=O)Nc3c(C(N)=O)oc4ccccc34)CC2)cc1,i
CCOc1ccc2nc(NC(=O)c3ccc(=O)n(Cc4ccccc4Cl)c3)sc2c1,i
O=C(NCCOc1ccc(-c2ccco2)nn1)c1ccccc1,i
Cc1cc(C(=O)Nc2cccc(N3CCCCC3=O)c2)c(C)o1,i
COc1ccc(CC(=O)Nc2ccc(CC(=O)N(C)C)cc2)cc1OC,i
Cc1csc(C(=O)NCC2CCN(C(=O)Nc3ccc(F)cc3)CC2)c1,i
O=C(NCCNC(=O)c1ccc(NC(=O)C2CC2)cc1)Nc1ccc(Cl)cc1,i
Cc1cc(C)n(-c2cc(N3CCN(C(=O)Nc4cccc(Cl)c4C)CC3)nc(C)n2)n1,i
COc1cccc(NC(=O)NCc2n[nH]c(=O)c3ccccc23)c1OC,i
Cc1ccc(-c2cc(C(=O)NCc3ccncc3)c3c(C)nn(C4CCS(=O)(=O)C4)c3n2)cc1 (stereo not given),i
COC(=O)c1ccc(NC(=O)C(=O)NCC2CCN(Cc3cc(C)oc3C)CC2)cc1,i
CCNc1cc(C)nc(NCCNS(=O)(=O)c2cccs2)n1,i
O=C(NCCN1CCN(c2ccc(Cl)cc2)CC1)C(=O)NC1CCCCCC1,i
Cc1ccc(S(=O)(=O)N(C)CC(=O)NCc2ccccc2)cc1,i
CCOc1ccc(S(=O)(=O)NCCC(O)C(C)(C)C)cc1F (stereo not given),i
COc1cccc(OC)c1OCC(O)CN1CCN(Cc2ccccc2)CC1 (stereo not given),i
O=C(NCc1cnn2ccccc12)Nc1ccccc1Cl,i
Cn1c(=O)[nH]c(=O)c2c1nc(SCC(N)=O)n2CCCOc1ccccc1,i
COc1ccccc1OCC(O)CN1CCN(CCO)CC1 (stereo not given),i
COc1cc(OC)cc(C(=O)Nc2cc3c4c(c2)CCC(=O)N4CCC3)c1,i
O=C(CN1CCN(c2nccn2-c2cccc(Cl)c2)CC1)Nc1ccc(F)cc1F,i
Cc1ccc(Cl)cc1N1CCN(CC(O)COc2ccc(F)cc2)CC1 (stereo not given),i
O=C(Nc1ccccc1OC(F)(F)F)C1CN(c2nc3c(F)cccc3s2)C1,i
CCOc1ccc(C(=O)N2c3ccccc3CC2C(N)=O)cc1OCC (stereo not given),i
# More structures follow:
SMILES,GIRK2 activator
CCC(=O)N1CCN(c2nccn2C)CC1,i
COCC(C)NC(=O)C(=O)NC1CCCCCC1 (stereo not given),i
CC(Oc1ccccc1)C(=O)N1CCN(CC(=O)c2cccs2)CC1 (stereo not given),i
CN(CCO)c1nc(/C=C/c2ccccc2)c([N+](=O)[O-])c(N2CCCCC2)n1,i
CCc1ccccc1NC(=O)Cn1cnc2c(sc3nc(C)cc(C)c32)c1=O,i
CC(O)(CNC(=O)C(=O)Nc1ccon1)C1CC1 (stereo not given),i
O=C(COc1ncccn1)Nc1nc2ccccc2[nH]1,i
CCOC(=O)Cc1csc(NC(=O)Cc2cc(-c3ccccc3F)on2)n1,i
O=C(Cc1ccccc1)NCCOc1ccc(-c2ccco2)nn1,i
COC(=O)CCc1nc2ccccc2[nH]c1=O,i
CC(C)(C)C(=O)NCC1CCN(Cc2cccs2)CC1,i
Cc1cc2ncn(S(=O)(=O)N3CCOCC3)c2cc1C,i
COCCN1CCC(CNC(=O)Cc2cccc(C)c2)CC1,i

# Assay outcomes: PubChem, Vanderbilt University

# The list is partial, so the mix of outcomes need not match the whole.
